# TPT1 inh: inhibitors of Candida albicans tRNA 2'-phosphotransferase TPT1 | recombinant caTPT1, FP RNA substrate dephosphorylation | inhibition, % at 5 µM | 300,000 compounds, 0.81% hits | AID 1962;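 active = inhibition above the mean of all tested compounds plus 3 SD, set per screening campaign, cut at about 24% in these data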;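 note: plate controls were DMSO alone for no effect and ferristatin control at 100 nM for full effect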
# core dimer inh: HCV core protein dimerization inhibition | TR-FRET GST/Flag-core106 dimerization, 1536-well | inhibition, % at 5 µM | 300,000 compounds, 0.33% hits;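 active = inhibition above the mean of all tested compounds plus 3 SD, set per screening campaign, cut at about 45% in these data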
#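 Assay system: tagged HCV core106 pair (GST and Flag); medium: KF-containing HEPES buffer, pH 7.45, DTT, CHAPS, BSA; also added: Eu donor and XL665 acceptor anti-tag antibodies; dosing: 5 µM single dose; timing: compound-protein-antibody incubation 4 h at 22.5 °C; signal: TR-FRET 671 and 617 nm emission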
# procasp3 activ: activators of human procaspase-3; P42574; recombinant procaspase-3 D3A, Ac-DEVD-pNA absorbance 405 nm; activation, % at 8.5 µM; 330,000 compounds, 0.11% hits; AID 463141;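 active = activation above the mean of all tested compounds plus 3 SD, cut at about 21% in these data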;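 note: 0% = DMSO alone and 100% = DMSO wells spiked with extra 5 µM PC-3 D3A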
# Target sequence (P42574 whole entry D9A/D28A/D175A): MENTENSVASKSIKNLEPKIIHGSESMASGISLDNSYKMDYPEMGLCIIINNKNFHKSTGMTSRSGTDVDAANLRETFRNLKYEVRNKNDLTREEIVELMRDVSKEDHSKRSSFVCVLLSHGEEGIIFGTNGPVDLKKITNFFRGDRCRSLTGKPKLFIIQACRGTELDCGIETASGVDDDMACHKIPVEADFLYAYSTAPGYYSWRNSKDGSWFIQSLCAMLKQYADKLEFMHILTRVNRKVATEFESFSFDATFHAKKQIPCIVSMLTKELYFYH
#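 Test system: Procaspase-3 D3A mutant; medium: Zinc-free HEPES/NaCl buffer with 0.01% Triton X-100 at pH 7.4; reagent: DEVD-pNA substrate; doses: one concentration, 8.5 µM nominal, 0.8% DMSO; times: 1 h preincubation plus 2 h reaction at 25 °C; signal: Epi-absorbance at 405 nm of released p-nitroaniline, 0 and 120 min; replicates: singlicate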
# Fh CTSL1 inh: counter-screen for PFM18AAP inhibitors: inhibitors of F. hepatica cathepsin L1. 300,000 compounds, 0.49% hits. inhibition, % at 5.96 µM. recombinant F. hepatica cathepsin L1, Z-Leu-Arg-MCA fluorescence;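 active = inhibition above the mean of all tested compounds plus 3 SD, set per screening campaign, cut at about 17% in these data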;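 note: 0% = plate median of test compound wells and 100% = 1 µM Z-Phe-Ala-diazomethylketone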
# PP5 primary: blocks human protein phosphatase 5 activity; P53041; purified PP5c, OMFP substrate fluorescence; inhibition, % at 6.7 µM; 320,000 compounds, 0.18% hits;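 active = inhibition above the campaign's mean inhibition across all tested compounds plus 3 SD, cut at about 9.5% in these data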;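 note: 0% = DMSO only and 100% = 100 µM cantharidin control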
# Target sequence (P53041 whole entry, looked up): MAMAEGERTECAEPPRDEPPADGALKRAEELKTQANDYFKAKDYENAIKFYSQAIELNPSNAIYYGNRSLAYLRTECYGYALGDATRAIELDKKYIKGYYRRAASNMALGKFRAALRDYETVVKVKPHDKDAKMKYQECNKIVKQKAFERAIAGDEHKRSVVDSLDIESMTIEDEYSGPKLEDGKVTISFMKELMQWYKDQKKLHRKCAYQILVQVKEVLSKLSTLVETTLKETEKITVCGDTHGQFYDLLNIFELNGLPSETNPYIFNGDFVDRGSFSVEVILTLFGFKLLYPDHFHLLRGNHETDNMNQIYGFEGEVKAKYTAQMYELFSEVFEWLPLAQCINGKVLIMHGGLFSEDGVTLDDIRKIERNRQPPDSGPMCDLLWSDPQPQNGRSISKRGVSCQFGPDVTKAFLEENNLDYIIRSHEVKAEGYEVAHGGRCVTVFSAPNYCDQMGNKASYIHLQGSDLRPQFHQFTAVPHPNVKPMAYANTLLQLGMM
# proCasp7 act: activates human procaspase-7, counter-screen for procaspase-3 activators | recombinant procaspase-7, Ac-DEVD-pNA absorbance 405 nm; D23A/D198A/D206A triple mutant, cannot self-cleave; scale: DMSO 0, 5 µM enzyme 100 | 330,000 compounds, 0.093% hits | P55210 | activation, % at 8.5 µM;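 active = percent activation above the screen-wide mean plus 3 SD, cut at about 25% in these data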
# Target sequence (P55210 whole entry D23A/D198A/D206A): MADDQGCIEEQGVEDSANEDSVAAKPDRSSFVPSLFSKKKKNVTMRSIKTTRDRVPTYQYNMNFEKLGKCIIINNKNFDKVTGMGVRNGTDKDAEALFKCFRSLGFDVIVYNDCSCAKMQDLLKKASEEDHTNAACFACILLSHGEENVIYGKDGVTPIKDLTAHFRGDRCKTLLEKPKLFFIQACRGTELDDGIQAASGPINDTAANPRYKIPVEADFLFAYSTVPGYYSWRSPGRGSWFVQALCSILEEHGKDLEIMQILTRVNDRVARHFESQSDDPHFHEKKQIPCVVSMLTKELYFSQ
#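 Detection: p-Nitroaniline absorbance at 405 nm, read at 0 and 120 min; system: Uncleavable procaspase-7 mutant enzyme; evaluation: % activation from two-timepoint absorbance difference, scaled to controls; times: 1 h enzyme–compound preincubation and 2 h substrate reaction, both 25 °C; buffer or medium: Zinc-free HEPES pH 7.4 with 300 mM NaCl, 0.01% Triton X-100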
# JMJD2C inh: human JMJD2C demethylase inhibition | Q9H3R0 | GST-JMJD2C(1-420) H3K9me3 demethylation, DELFIA europium | inhibition, % at 2.35 µM | 330,000 compounds, 0.069% hits | AID 2099;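 active = more than half of a compound's replicate wells show inhibition beyond 50%, single wells judged on their own value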;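 note: signal counts dimethyl H3K9 product captured on neutravidin plate; 0% = median of DMSO wells and 100% = 0.3 times that DMSO median; strong numbers were not always called active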
# PP1 counter: blocks human PP1-alpha phosphatase, a PP5 counter-screen; P62136; inhibition, % at 6.7 µM; purified PP1alpha, OMFP fluorescence; 320,000 compounds, 0.9% hits; AID 2235;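 active = inhibition above the mean inhibition of all tested compounds plus 3 SD, computed separately for each screening campaign, cut at about 15% in these data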
# Efflux pump inh: antifungal efflux pump inhibition, Nile Red retention; inhibition, % at 10 µM; 330,000 compounds, 0.44% hits; S. cerevisiae Candida pump triplex;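 active = plate passing quality check with inhibition over a set limit, or well fluorescence over plate mean plus 4 SD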;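 note: Nile Red retained in pooled yeast measured as flow cytometry median fluorescence; 0% = buffer negative control and 100% = Enniatin B positive control; higher means more Nile Red kept so more efflux inhibition; some compounds called inactive have numbers as strong as hits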
# * = called active by the depositor; · = no result given.
structure,TPT1 inh,core dimer inh,procasp3 activ,Fh CTSL1 inh,PP5 primary,proCasp7 act,JMJD2C inh,PP1 counter,Efflux pump inh
O=C(N/N=C/c1ccc([N+](=O)[O-])o1)C1CCCC1,0,4,-4,-1,3.2,0,15,-4,0.1
CCCS(=O)(=O)N1CCCC(C(=O)N2CCC(Cc3ccccc3)CC2)C1 (stereo unspecified),-3,4,8,-6,-0.9,-8,2,-2,0.1
COc1ccccc1N1CCN(S(=O)(=O)CCNC(=O)C2CC(=O)N(c3ccccc3)C2)CC1 (stereo unspecified),0,-12,0,1,0.2,1,-4,-2,0.0
COc1ccccc1NC(=S)NCc1ccccc1Cl,-2,-2,4,3,0.5,3,9,3,0.1
CN1CCN(S(=O)(=O)c2ccc(NC(=O)c3ccc(F)cc3Cl)cc2)CC1,4,4,9,1,3.9,3,-6,-1,0.1
CCn1c(-c2nn(C)cc2Cl)n[nH]c1=S,-1,-1,-3,0,1.6,-7,0,0,-0.2
O=C(COC(=O)c1ccco1)Nc1ccc(Br)cc1,0,-1,5,-15,3.9,-1,10,-2,0.2
CCCC(C)n1[nH]c(=O)cc1N (stereo unspecified),0,-10,-7,5,-6.1,2,·,-4,-0.3
c1cn2cc(CN3CCOCC3)nc2s1,-2,3,1,-4,-0.9,0,6,0,0.1
CCOC(=O)c1cccc(NC(=O)N2CCOCC2)c1,0,1,3,-1,-0.9,13,-1,1,0.0
O=C(Nc1ccccc1)Nc1nnc(-c2ccccc2)o1,0,-4,-4,6,2.3,0,-3,-2,0.1
CC(C)(C)Cc1nnc(NC(=O)CN2C(=O)c3ccccc3C2=O)s1,1,-5,2,-2,-1.6,-10,30,-1,-0.1

# Compound profiles (already shown). Values in the order: TPT1 inh | core dimer inh | procasp3 activ | Fh CTSL1 inh | PP5 primary | proCasp7 act | JMJD2C inh | PP1 counter | Efflux pump inh
# Record of CCCC(C)n1[nH]c(=O)cc1N (stereo unspecified) : 0 | -10 | -7 | 5 | -6.1 | 2 | · | -4 | -0.3
# Record of CC(C)(C)Cc1nnc(NC(=O)CN2C(=O)c3ccccc3C2=O)s1 : 1 | -5 | 2 | -2 | -1.6 | -10 | 30 | -1 | -0.1

# New compounds follow.
structure,TPT1 inh,core dimer inh,procasp3 activ,Fh CTSL1 inh,PP5 primary,proCasp7 act,JMJD2C inh,PP1 counter,Efflux pump inh
Cc1ccc(N2CCN(C(=O)CNS(=O)(=O)c3ccc(Br)s3)CC2C)cc1 (stereo unspecified),3,9,3,2,5.5,8,4,7,0.0
Cc1ccc(C)c(OCC(O)CN2CCCCC2C)c1 (stereo unspecified),3,-4,1,-3,1.8,0,-14,-3,-0.1
CCCn1nc(NC(=O)COC)c2cc3cccc(C)c3nc21,-1,-4,-5,-3,-0.4,-1,-15,-1,-0.1
N#Cc1cccc(NC(=O)COC(=O)c2cc(S(=O)(=O)Nc3ccccc3Cl)ccc2O)c1,·,·,5,·,·,8,-8,·,-0.2
O=C(COc1ccccc1)OC(C(=O)c1ccccc1)c1ccccc1 (stereo unspecified),1,4,6,-41,6.3,-1,2,2,0.1
CC(=O)c1nc2ccccc2n1CCc1ccccc1,2,11,-3,1,-1.3,6,7,0,-0.1
CSCCC(NS(=O)(=O)c1ccc2c(c1)oc(=O)n2C)C(=O)NC1CCCc2ccccc21 (stereo unspecified),-4,9,-1,-2,-0.2,0,-3,-5,-0.3
COC(=O)c1cccc(NC(=O)C(C)N2C(=O)c3ccccc3C2=O)c1 (stereo unspecified),-1,7,-5,-2,2.5,7,-27,-1,0.0
CCc1nc(C)cn1S(=O)(=O)c1ccc(Cl)c(Cl)c1Cl,1,-1,5,-2,-1.5,15,4,1,-0.3
CCCn1nc(C(=O)NC2CCCCCC2)c2ccccc2c1=O,·,·,6,·,1.1,-16,2,0,-0.1
Cc1cc(NC(=O)c2c(-c3c(Cl)cccc3Cl)noc2C)n(C)n1,-6,-3,2,-3,3.7,5,-43,-4,0.0
COc1cccc(CNS(=O)(=O)/C=C/c2ccc3c(c2)OCO3)c1,0,13,0,1,4.8,6,-11,0,0.1

# Other records follow.
structure,TPT1 inh,core dimer inh,procasp3 activ,Fh CTSL1 inh,PP5 primary,proCasp7 act,JMJD2C inh,PP1 counter,Efflux pump inh
N#Cc1c(NC(=O)CSc2nc3c(c(C(F)(F)F)n2)CCc2ccccc2-3)sc2c1CCCC2,1,2,3,0,-0.1,-8,-2,-3,0.1
COc1ccc(NC(=O)C(CCS(C)(=O)=O)N2C(=O)c3ccccc3C2=O)cc1 (stereo unspecified),-1,6,5,-2,-0.4,-1,22,-1,0.0
CCOC(=O)c1sc(NC(=O)c2cccc(S(=O)(=O)N(CC)CC)c2)cc1C,-4,12,-5,1,5.1,-8,4,-1,0.1
COc1ccc(C2c3c(ccc4ccccc34)Oc3ncn4nc(-c5ccco5)nc4c32)cc1OC (stereo unspecified),5,-6,-1,-2,-0.1,1,-16,-1,0.0
CN(C1CCS(=O)(=O)C1)S(=O)(=O)c1ccccc1 (stereo unspecified),-1,0,0,-1,3.8,7,-24,1,-0.1
CCCC(c1nnnn1CCOC)N(Cc1cc2cc(C)c(C)cc2[nH]c1=O)CC1CCCO1 (stereo unspecified),-4,4,-6,5,3.5,-18,0,-3,0.1
O=[N+]([O-])c1cc(-c2cnc3ccccc3n2)ccc1Cl,1,2,5,3,0.4,8,6,-3,0.0
CCOc1ccc(CNC(=O)Cn2nc(C)c3c(C)n(-c4ccc(C)cc4)nc3c2=O)cc1,-1,11,2,0,-1.9,0,-22,0,0.0
O=C(c1ccco1)N1CCN(C(c2cccs2)c2nnnn2C2CCCCC2)CC1 (stereo unspecified),-3,-3,-10,7,-0.5,-11,0,10,0.0
Cc1ccc2c(c1)N(CC(=O)N1CCCCC1C)C(=O)CO2 (stereo unspecified),1,6,9,0,0.5,4,3,0,0.0
Cc1ccc2cc(CN(CC3CCCO3)C(=S)NCc3ccco3)c(=O)[nH]c2c1 (stereo unspecified),5,11,-2,-2,0.3,-24,-4,7,-0.1
CCOC(=O)C1CCCN(S(=O)(=O)c2ccc(NC(C)=O)cc2)C1 (stereo unspecified),-2,0,-1,0,-0.5,5,5,-4,0.0

# Continuation:
structure,TPT1 inh,core dimer inh,procasp3 activ,Fh CTSL1 inh,PP5 primary,proCasp7 act,JMJD2C inh,PP1 counter,Efflux pump inh
Cc1cccc(Cn2c(C(=O)OC(C)C)cc3c2ccn3C)c1,-13,3,2,-1,4.2,-2,-34,1,0.0
Cc1ccccc1NC(=O)Cn1c(NCC(C)O)nc2ccccc21 (stereo unspecified),1,3,10,-3,2.1,2,0,1,-0.1
CCOC(=O)C1=C(CSc2nc(-c3ccccc3)ccc2C#N)OC(N)=C(C#N)C1c1cccnc1 (stereo unspecified),16,26,-8,-2,6.1,1,0,6,0.0
Cc1cc(-c2ccc(C)c(S(=O)(=O)NCCc3ccc(S(N)(=O)=O)cc3)c2)on1,-1,0,10,0,-2.8,10,1,-1,0.0
CCN(CC(=O)Nc1ccc(NC(C)=O)cc1)C(=O)c1cc(CN2C(=O)c3ccccc3C2=O)ccc1OC,-2,7,5,4,-0.9,-2,-1,-3,0.1
O=c1[nH]c(Nc2ccccc2)cc2ccccc12,21,34,0,105*,11*,0,-2,-1,-0.1
COc1ccc(NC(=O)c2ccc(C)cc2)cc1,0,-6,3,-3,1.6,-2,0,1,-0.1
CCN(C(=O)CSc1nnnn1C)c1c(N)n(Cc2ccccc2)c(=O)[nH]c1=O,0,-2,-4,-3,0.4,3,-3,-3,0.1
CN(C)c1ccc(/C=C/C(=O)c2ccc(O)cc2)cc1[N+](=O)[O-],1,1,-10,-7,-1.0,-4,1,-4,0.1
CCOc1cccc2cc(C(=O)NCc3ccc(Cl)cc3)c(=N)oc12,0,0,4,0,-0.6,13,9,-7,-0.1
COc1ccc(-c2ccc(SCC(=O)N3c4ccccc4CC3C)nn2)cc1OC (stereo unspecified),-2,13,1,1,1.8,5,-2,0,2.7
COc1ccc(-c2nc3c4ccccc4ccn3c2CN2CCOCC2)cc1OC,-4,1,6,2,2.3,1,0,0,-0.1

# The results go on.
structure,TPT1 inh,core dimer inh,procasp3 activ,Fh CTSL1 inh,PP5 primary,proCasp7 act,JMJD2C inh,PP1 counter,Efflux pump inh
Oc1ccc(/C=N/N2CCN(c3ccccn3)CC2)cc1,-2,-1,-5,-2,1.7,2,-3,-2,-0.1
COc1ccc(CC(=O)c2ccc(OC)c(OC)c2C)cc1OC,1,0,-2,0,3.7,-5,-12,1,-0.1
CCn1c(C)nnc1SCC(=O)NC1CCCCCC1,0,-2,2,1,0.1,7,11,2,-0.2
Cc1cc(NC(=O)CSc2nnc(-c3c[nH]c4ccccc34)n2-c2ccc(Cl)cc2)no1,-2,10,-10,7,0.6,-11,3,15*,0.2
CN(C)c1oc(-c2ccccc2Cl)nc1P(=O)(c1ccccc1)c1ccccc1,1,14,0,4,1.3,-5,-7,2,0.2
CS(=O)(=O)N(CC(=O)N1CCN(c2cccc(Cl)c2)CC1)c1ccccc1,1,3,0,1,2.2,6,3,-1,-0.1
Cc1oc(/N=C/c2ccc(Cl)cc2)c(C#N)c1C,3,-1,3,-2,2.4,-16,-9,5,0.2
CC1NC(=O)NC1CCCCCC(=O)NCCc1ccccc1 (stereo unspecified),1,0,2,0,1.6,-4,21,-3,0.1
O=C(C[n+]1ccccn1)c1ccccc1,2,-2,2,0,2.5,-9,-3,2,0.3
O=C(C1CC1)N1N=C(c2ccccc2)CC1(O)C(F)(F)C(F)(F)F (stereo unspecified),-2,-5,0,0,-1.2,0,6,3,0.0
CCOC(=O)c1cccc(NC(=O)CCn2nnc3ccccc32)c1,-4,-12,7,4,0.4,3,0,-2,-0.1
CCNc1nc(SC(C)C(=O)OC)nc(N(C)C)n1 (stereo unspecified),5,-7,-3,-3,1.1,-3,11,0,-0.2

# Carrying on:
structure,TPT1 inh,core dimer inh,procasp3 activ,Fh CTSL1 inh,PP5 primary,proCasp7 act,JMJD2C inh,PP1 counter,Efflux pump inh
O=C(CCC(=O)c1cccs1)NCc1ccc(F)cc1,2,0,-2,-7,1.5,-1,2,-4,-0.1
Cn1c(=O)[nH]c(=O)c2c1nc(SCCN1CCCCC1)n2Cc1ccccc1,0,-1,-2,3,0.5,11,2,0,-0.1
COc1ccc(S(=O)(=O)Nc2cccc(C(C)=O)c2)cc1Br,2,1,-1,0,-1.9,14,0,-1,-0.1
Clc1ccccc1C1SCC2Nc3ccccc3CN21 (stereo unspecified),4,8,-1,1,1.6,-10,-3,1,0.1
O=C(/C=C/c1ccccc1Cl)Nc1ccc2c(c1)C(=O)NC2=O,6,19,2,0,2.2,14,-18,6,0.5
CCC(=O)NC(c1cc(Cl)c2ccccc2c1O)C1CC1 (stereo unspecified),·,·,11,·,2.7,-12,6,-5,-0.3
CC1COC(c2cccn2Cc2ccccc2Cl)=N1 (stereo unspecified),-7,-1,-2,3,1.6,-6,-3,-2,0.2
